# Epigenetic derep – Quantitative High-Throughput Screen for Regulators of Epigenetic Control | murine LDR cells, GFP reporter derepression, 30 h | hit rate 0.2% among 280,000 | Potency, µM (series often up to 53.9 µM), without a hit: top-dose GFP activation, most hits filed as activators; active means well fitted activation curve with a large enough effect; inconclusive means small, poorly fitted or top-dose-only effect; further: % of control where 0% means no effect; nearly all actives have a fitted effect of over 60% in size
#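 Murine LDR cells bearing a silenced CMV-driven GFP reporter were exposed to compound for 30 h at 37 C. After PBS washes, GFP-positive cells (20-120 um objects) counted by laser-scanning microplate cytometry.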
# Starred values were filed as active, the others as inactive; ? = inconclusive. Potency means the concentration at half of the fitted maximal effect. A portion of the library (hit frequency here may not be typical).
SMILES,Epigenetic derep
COc1ccccc1CNC(=O)CSc1nnc(C)c2c(C)n(-c3ccccc3)nc12,-0.8%
CCOC(=O)c1ccc(NC(=O)c2ccc(CN3C(=O)CCn4nc(C)cc43)cc2)cc1,8.2%
COc1ccc(C(=O)Oc2c(Sc3ccc(C)cc3)c(C)nn2C(C)(C)C)c(OC)c1,-3.8%
Cc1cc(C)c(S(=O)(=O)NCCc2cc3cc(C)c(C)cc3[nH]c2=O)c(C)c1,-1.3%
O=C(Nc1ccc(F)cc1)N1CCN(c2ccccc2F)CC1,3.8%
CCOC(=O)c1ccc2c(c1)N(Cc1cccc(OC)c1)C(=O)c1ccccc1S2(=O)=O,3.9%
CCc1ccccc1NC(=O)Cn1c(=O)n(-c2ccccc2)c(=O)c2oc3ccccc3c21,5.5%
O=C(c1ccc2c(c1)N(Cc1ccc(F)cc1)C(=O)c1ccccc1S2(=O)=O)N1CCC(Cc2ccccc2)CC1,0.0%
Cc1ccc2oc(-c3ccc(NC(=O)CCC(=O)O)cc3)nc2c1,1.6%
CN(Cc1ccccc1)C(=O)C1CCN(S(=O)(=O)c2ccc3c(c2)oc(=O)n3C)CC1,16%
COc1cc(C2c3c(oc4ccc(F)cc4c3=O)C(=O)N2c2nc(C)c(C)s2)cc(OC)c1OC (stereo unspecified),1.0%
Cc1cccc(C(=O)NCc2nc3ccccc3n2Cc2ccccc2Cl)c1,-2.5%
CCOc1ccc2nc(C)cc(Nc3ccccc3OCC)c2c1,-1.6%
Cc1ccc(NC(=O)Cn2nc(C(F)(F)F)c3c2CCCC3)cc1,-1.0%
CCCNS(=O)(=O)c1cc(-c2nnc3c4ccccc4c(C)nn23)ccc1OC,1.1%

# Molecules shown so far containing four or more nitrogen atoms:
SMILES,Epigenetic derep
COc1ccccc1CNC(=O)CSc1nnc(C)c2c(C)n(-c3ccccc3)nc12,-0.8%
CCOC(=O)c1ccc(NC(=O)c2ccc(CN3C(=O)CCn4nc(C)cc43)cc2)cc1,8.2%
CCCNS(=O)(=O)c1cc(-c2nnc3c4ccccc4c(C)nn23)ccc1OC,1.1%

# Going on with the list:
SMILES,Epigenetic derep
CCN(C(=O)c1cc2c(=O)oc3ccccc3c2s1)c1cccc(C(F)(F)F)c1,?
CN(Cc1ccccc1)C(=O)CCS(=O)(=O)c1cc(Br)cc2c1N(C(=O)C1CC1)CC2,1.0%
COc1ccc(C2(CNC(=O)C(=O)Nc3ccc(F)cc3)CCCC2)cc1OC,4.7%
COc1ccc(C(=O)NCc2nc(-c3cccc(C)c3)no2)cc1OC,-1.9%
CCc1ccc(N2C(=O)CSC23C(=O)N(Cc2cccc(F)c2)c2ccccc23)cc1 (stereo unspecified),7.9%
COc1ccc(NC(=O)CSc2nc(-c3ccc(F)cc3)[nH]c2-c2ccc(C)cc2)cc1OC,4.3%
CCCCNC(=O)CCn1c(=O)c2cccn2c2cccnc21,8.0%
CCSc1nnc2c(n1)OC(CC)N(C(C)=O)c1ccccc1-2 (stereo unspecified),-0.3%
O=C(CSc1oc(-c2ccccc2)nc1S(=O)(=O)c1ccc(Cl)cc1)NC1CCCCC1,-0.6%
CCN1CCN(CCCNC(=O)Cn2nc(C)n3c(cc4c(OC)cccc43)c2=O)CC1,1.4%
COc1ccc(-c2cc(C(F)(F)F)n3nc(C(=O)Nc4ccc(Cl)cc4C(F)(F)F)cc3n2)cc1OC,0.0%
CCn1cc2nc(SCC(=O)Nc3ccc(OC)c(Cl)c3)n(Cc3ccc(OC)cc3)c(=O)c2n1,-1.3%
COc1ccc(-n2c(=O)c3ccc(C(=O)NCc4ccc(C)cc4)cc3n(CC(=O)Nc3ccc(F)cc3)c2=O)cc1,0.1%
CCN(CC)CCNC(=O)c1ccc2c(c1)N(Cc1ccccc1)C(=O)c1ccccc1S2=O (stereo unspecified),0.0%
CCn1cc(C(=O)NCCCOC(C)C)c(=O)c2cc(S(=O)(=O)N(C)C3CCCCC3)ccc21,2.4%
CCOC(=O)COc1cc(C)c(Cl)cc1C(=O)c1ccn2nc(-c3ccc(OC)cc3)cc2n1,0.0%
Cc1ccc(CNC(=O)C(C)n2nc(C)n3c(cc4sccc43)c2=O)cc1 (stereo unspecified),0.0%
Cc1ccc(NC(=O)c2cc3ccccn3n2)cc1F,-9.6%
CCCCn1c2ccc(F)cc2c2nnc(SCCN3CCCCC3)nc21,-1.1%
CCOC(=O)C(CC)n1nnc2sc(-c3ccccc3)cc2c1=O (stereo unspecified),-2.5%
COc1ccc(CNC(=O)c2ccc3c(c2)CCN3S(=O)(=O)c2ccc(C)cc2)cc1,-4.0%
Cc1ccc2occ(CC(=O)Nc3c(C(=O)Nc4ccc(Cl)cc4)oc4ccccc34)c2c1,-1.9%
CCOc1ccc(Br)cc1C1C(C(=O)Nc2ccccc2OC)=C(C)Nc2nnnn21 (stereo unspecified),12%
COC(=O)c1cc(NS(=O)(=O)c2ccc3c(c2)OCCO3)ccc1Cl,-1.0%
CCN(CC)S(=O)(=O)c1ccc2c(c1)N(CC(=O)Nc1cccc(C#N)c1)C(=O)CO2,-1.1%
CCc1ccc(NC(=O)CSc2ccc(-c3cccs3)nn2)cc1,-0.1%
COc1ccc(S(=O)(=O)N2CCN(c3ccc(F)cc3)CC2)cc1-c1noc(C)n1,?
Cc1c(NC(=O)c2cc3ccccc3o2)cccc1-c1nc2ccccc2o1,-2.7%
CCN(C(=O)Cn1c(=O)n(Cc2ccccc2)c(=O)c2c1c1cc(OC)ccc1n2C)c1ccccc1,2.2%
CCc1ccc(NC(=O)CSc2cn(CC(=O)N3CCOCC3)c3ccccc23)cc1,2.6%
CCc1ccccc1NC(=O)C1CCCN(c2nnc(-n3c(C)ccc3C)s2)C1 (stereo unspecified),6.4%
Cc1ccc(NC(=O)CSc2nnc(C)c(=O)[nH]2)cc1,0.3%
Cc1cccc(-n2c(C)cc(C(=O)C(=O)Nc3nncs3)c2C)c1,-3.2%
COc1ccc(S(=O)(=O)c2c(SC)nn(CC(=O)Nc3ccc(C)c(Cl)c3)c2N)cc1,5.0%
CCCOc1ccc(C(=O)NCC2OCCc3ccccc32)cc1 (stereo unspecified),0.2%
Cc1ccc(CNc2nccn(-c3cc(C)cc(C)c3)c2=O)cc1,-2.2%
CCOc1ccccc1CNC(=O)C1CCCN(c2nnc(C)c3c(C)n(-c4ccccc4)nc23)C1 (stereo unspecified),1.8%
CCOc1ccc(NC(=O)c2oc3ccccc3c2NC(=O)C2CCCCC2)cc1,-2.5%
COc1ccc(N(CC(=O)Nc2ccc(Cl)cc2C)S(=O)(=O)c2ccccc2)c(OC)c1,-1.1%
CCC(Cc1ccccc1)NC(=O)c1csc2c1CCCCC2 (stereo unspecified),6.8%
Cc1oc2ccc(O)c(CN3CCN(C)CC3)c2c1C(=O)Nc1ccc(C(C)C)cc1,-1.9%
CCOc1ccccc1-c1nc(-c2ccc(-c3ccccc3)nc2OCC)no1,1.1%
CC(=O)c1c(C)oc2ccc(N(C(=O)Oc3ccccc3)S(=O)(=O)c3ccc(Br)cc3)cc12,0.4%
COc1ccc(Cl)cc1NC(=O)c1sc2nc3c(cc2c1N)CN(C)CC3,17%
Cc1cc(C)c2c(n1)nn1c(C)c(CCC(=O)NCc3ccc(Cl)cc3)c(C)nc21,-3.5%
CCCC(=O)NCCc1nc2ccccc2n1Cc1c(F)cccc1Cl,-1.8%
Cc1c(CNC2CCCCCC2)c(C(=O)O)c(C)n1Cc1cccc(Cl)c1,?
CCOc1ccc(CNC(=O)C2Cc3cc(S(=O)(=O)N4CCCCCC4)ccc3N2C(C)=O)cc1 (stereo unspecified),9.1%
CCc1cccc(-n2c(=O)c3cccnc3n2CC(=O)Nc2ccc(OC)c(Cl)c2)c1,-0.2%
CCOC(=O)CSc1nc2sc3c(c2c(=O)n1CC)CCCC3,-2.7%
Cc1ccc(C(=O)Nc2ccc(OCc3cc(=O)n4c(C)csc4n3)cc2)cc1,?
CC(=O)c1cccc(NC(=O)Nc2cc3c(cc2N2CCCC2)n(C)c(=O)n3C)c1,-1.8%
O=C1c2oc3ccccc3c(=O)c2C(c2cccc(O)c2)N1Cc1ccc(F)cc1 (stereo unspecified),-1.0%
COc1ccccc1CNC(=O)CCc1c(C)nc2c(c(C)nn2-c2ccc(C)c(C)c2)c1C,0.4%
CCc1ccccc1OCC(=O)Nc1ccc(S(=O)(=O)Nc2nc(C)cc(C)n2)cc1,0.1%
COc1ccc(CCNC(=O)c2ccc3c(c2)N(Cc2ccc(Cl)cc2)CCS3)c(OC)c1,-1.7%
CCc1nnc2c(Nc3cc(OC)c(Cl)cc3OC)nc3ccccc3n12,0.0%
CCc1ccc(C(=O)c2cn(CC(=O)Nc3ccc4c(c3)OCCO4)c3ccc(CC)cc3c2=O)cc1,5.3%

# In the list so far, 16 contain a Cl atom.
SMILES,Epigenetic derep
Cc1cccc(C(=O)NCc2nc3ccccc3n2Cc2ccccc2Cl)c1,-2.5%
O=C(CSc1oc(-c2ccccc2)nc1S(=O)(=O)c1ccc(Cl)cc1)NC1CCCCC1,-0.6%
COc1ccc(-c2cc(C(F)(F)F)n3nc(C(=O)Nc4ccc(Cl)cc4C(F)(F)F)cc3n2)cc1OC,0.0%
CCn1cc2nc(SCC(=O)Nc3ccc(OC)c(Cl)c3)n(Cc3ccc(OC)cc3)c(=O)c2n1,-1.3%
CCOC(=O)COc1cc(C)c(Cl)cc1C(=O)c1ccn2nc(-c3ccc(OC)cc3)cc2n1,0.0%
Cc1ccc2occ(CC(=O)Nc3c(C(=O)Nc4ccc(Cl)cc4)oc4ccccc34)c2c1,-1.9%
COC(=O)c1cc(NS(=O)(=O)c2ccc3c(c2)OCCO3)ccc1Cl,-1.0%
COc1ccc(S(=O)(=O)c2c(SC)nn(CC(=O)Nc3ccc(C)c(Cl)c3)c2N)cc1,5.0%
COc1ccc(N(CC(=O)Nc2ccc(Cl)cc2C)S(=O)(=O)c2ccccc2)c(OC)c1,-1.1%
COc1ccc(Cl)cc1NC(=O)c1sc2nc3c(cc2c1N)CN(C)CC3,17%
Cc1cc(C)c2c(n1)nn1c(C)c(CCC(=O)NCc3ccc(Cl)cc3)c(C)nc21,-3.5%
CCCC(=O)NCCc1nc2ccccc2n1Cc1c(F)cccc1Cl,-1.8%
Cc1c(CNC2CCCCCC2)c(C(=O)O)c(C)n1Cc1cccc(Cl)c1,?
CCc1cccc(-n2c(=O)c3cccnc3n2CC(=O)Nc2ccc(OC)c(Cl)c2)c1,-0.2%
COc1ccc(CCNC(=O)c2ccc3c(c2)N(Cc2ccc(Cl)cc2)CCS3)c(OC)c1,-1.7%
CCc1nnc2c(Nc3cc(OC)c(Cl)cc3OC)nc3ccccc3n12,0.0%
